Assay outcomes as filed in PubChem.
Nrf2 block – Nrf2 qHTS screen for inhibitors | Potency, µM (doses to about 46 µM), for the others: at the top dose activity change, negative = inhibition, most hits filed as inhibitors | AID 504444, 2011 | 2.1% of 360,000 active | A549 ARE-Fluc reporter, luciferase luminescence, 18-24 h; further: potency means the concentration at half of the fitted maximal effect; on the % scale 0 is the no-effect control and ±100 the full control effect; nearly all actives have a fitted effect of over 60% in size
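Nrf2 activity is the BugLite luminescence, read 15 min after reagent at room temperature, following CellTiter-Fluor cytotoxicity readout (30 min, 37C). Compound titrations were applied for 18-24 h to 5000 A549 ARE_Fluc cells/well in 5% FBS OPTI-MEM.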
TGFb inhibitor – qHTS for Inhibitors of TGF-b; HepG2 CAGA-GFP TGF-b/SMAD3 reporter, GFP fluorescence, 18 h; TGF-beta stimulated, 500 pg/mL final; Potency, µM (doses to about 46.1 µM), inactives show at the highest dose activity, negative = inhibition, usual class: inhibitors; 1.2% of 410,000 active; AID 588855, 2011; further: potency means the concentration at half of the fitted maximal effect; on the % scale 0 is the no-effect control and ±100 the full control effect; nearly all actives have a fitted effect of over 65% in size
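Smad-responsive CAGA-GFP expression was quantified in HEPG2 cells exposed to compounds and 500 pg/mL final TGF-beta for 18 h at 37 degrees C; unstimulated wells defined full inhibition.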
ATXN2 expr inh – Primary qHTS for Inhibitors of ATXN expression. HEK-293 ATXN2-luciferase reporter, luminescence, 24 h. Potency, µM (doses to about 57 µM), for the others: at the top dose activity change, negative = inhibition, usual class: inhibitors. 0.72% of 360,000 active. AID 1745845, 2022; further: potency means the concentration at half of the fitted maximal effect; on the % scale 0 is the no-effect control and ±100 the full control effect; nearly all actives have a fitted effect of over 55% in size
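qHTS (up to 57 uM final) was run with 24 h compound exposure of reporter cells at 37 °C. Each well was multiplexed: SteadyGlo luminescence measured ATXN2-luciferase expression after a fluorogenic Gly-Phe-AFC viability readout (25 uM final).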
IL-2 act – qHTS of IL-2 Activators; IL-2 activation reporter assay, cell-based qHTS; stimulated with anti-CD3/CD4/CD28 beads; in transgenic mouse T cells; activation, % (series mostly up to about 46 µM); 0.065% of 360,000 active; AID 652025, 2013; in the data active means activation above about 50%; inconclusive means mostly about 30% to 49%; further: 0% is about no effect
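Unstimulated transgenic mouse T cells; 60-min compound exposure; bead-based TCR/CD4/CD28 stimulation; 18 h culture, 37 degrees C; dual fluorescence (EGFP, DsRed) plate cytometry.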
S2 tox – Viability Counterscreen for Primary qHTS for Inhibitors of ATXN expression. AID 651635, 2014. Potency, µM (top dose mostly 56.7 µM), hits mostly cytotoxic. S2 cells (HEK-293 line with an ATXN2-luciferase reporter) viability, CellTiter-Fluor protease fluorescence, 24 h. 0.49% of 400,000 active; further: potency means the concentration at half of the fitted maximal effect; nearly all actives have a fitted effect of over 40% in size
EPAC2 ag – qHTS for Agonist of cAMP-regulated guanine nucleotide exchange factor 4 (EPAC2): primary screen; Rap guanine nucleotide exchange factor 4 (Homo sapiens), Q8WZA2; EPAC2 activation, biochemical qHTS; response scale: 100% = 6.5 mM cAMP response; 0.079% of 360,000 active; AID 720711, 2013; Potency, µM (series often up to 154 µM), for the others: at the highest dose activation, hits mostly activators; further: potency means the concentration at half of the fitted maximal effect; nearly all actives have a fitted effect of over 50% in size
Target sequence (Q8WZA2 whole entry, looked up): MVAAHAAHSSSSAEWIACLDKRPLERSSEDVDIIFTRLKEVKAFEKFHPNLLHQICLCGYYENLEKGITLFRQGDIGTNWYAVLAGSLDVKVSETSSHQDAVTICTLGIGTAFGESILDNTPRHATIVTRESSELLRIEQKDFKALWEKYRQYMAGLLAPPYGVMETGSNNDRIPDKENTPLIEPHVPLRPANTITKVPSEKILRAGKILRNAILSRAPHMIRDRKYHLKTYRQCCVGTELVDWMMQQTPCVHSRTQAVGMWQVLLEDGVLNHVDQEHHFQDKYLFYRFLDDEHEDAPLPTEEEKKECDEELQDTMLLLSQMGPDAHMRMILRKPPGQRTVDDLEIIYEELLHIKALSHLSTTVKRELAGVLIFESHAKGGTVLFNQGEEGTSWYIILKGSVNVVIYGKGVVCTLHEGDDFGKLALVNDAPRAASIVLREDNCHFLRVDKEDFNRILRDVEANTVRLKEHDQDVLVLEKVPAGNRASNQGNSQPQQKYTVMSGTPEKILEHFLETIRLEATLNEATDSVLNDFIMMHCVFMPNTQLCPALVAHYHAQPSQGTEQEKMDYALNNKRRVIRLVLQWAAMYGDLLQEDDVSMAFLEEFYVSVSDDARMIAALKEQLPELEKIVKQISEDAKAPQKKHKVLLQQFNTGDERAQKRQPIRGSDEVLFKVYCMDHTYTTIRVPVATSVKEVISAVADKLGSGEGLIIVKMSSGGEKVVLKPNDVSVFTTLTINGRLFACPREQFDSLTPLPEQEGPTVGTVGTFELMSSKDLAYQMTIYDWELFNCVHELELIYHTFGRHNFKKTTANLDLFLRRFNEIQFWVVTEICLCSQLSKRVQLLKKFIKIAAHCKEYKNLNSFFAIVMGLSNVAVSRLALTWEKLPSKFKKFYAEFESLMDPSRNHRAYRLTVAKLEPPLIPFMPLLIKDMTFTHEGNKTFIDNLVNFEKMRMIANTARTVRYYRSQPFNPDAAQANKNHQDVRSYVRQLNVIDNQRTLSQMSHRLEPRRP
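Guanine nucleotide exchange by EPAC2 is measured as reduced fluorescence of BODIPY-GDP once it is released from 250 nM Rap1B. Plates are read kinetically for 30 min at room temperature; results are scaled to 6.5 mM cAMP.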
HepG2 viability – qHTS for Inhibitors of TGF-b: Cytotox Counterscreen. HepG2 CAGA-GFP viability, ATP luminescence, 18 h. Potency, µM (top dose mostly 46.1 µM), for inactives: at the top dose activity change, negative = cytotoxicity, actives largely listed as cytotoxic. 0.76% of 410,000 active; further: potency means the concentration at half of the fitted maximal effect; some results filed as inactive show a strong effect at the top dose
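CellTiter-Glo luminescence gave cytotoxicity after 18 hours at 37 degrees C. The cells were HepG2 CAGA-GFP in 1% FBS DMEM, stimulated with 500 pg/mL TGF-beta after compound addition. %Activity was normalised to no-cell wells (complete cell-killing) and DMSO (no toxicity), and curves were fitted and classified.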
A549 tox – Nrf2 qHTS screen for inhibitors: counterscreen for cytotoxicity; AID 504648, 2011; 0.16% of 390,000 active; A549 ARE-Fluc cells, CellTiter-Fluor viability, 18-24 h; Potency, µM (highest dose often 46 µM), for the others: at the top dose activity change, negative = cytotoxicity, usual class: inhibitors; further: potency means the concentration at half of the fitted maximal effect; on the % scale 0 is the no-effect control and ±100 the full control effect
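A549 ARE_Fluc cells in 5% FBS OPTI-MEM were exposed to compounds in concentration-response for 18-24 h at 37 deg C. Viability was read by CellTiter-Fluor fluorescence (Ex 405/Em 525) after 30 min, before the luciferase read.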
Nrf2 ARE act – qHTS of Nrf2 Activators. AREc32 ARE-luciferase reporter (MCF7-derived line), luminescence, 24 h. Potency, µM (series often up to 46.1 µM), for the others: at the top dose activation, usual class: activators. 0.31% of 410,000 active. AID 624171, 2012; further: potency means the concentration at half of the fitted maximal effect; % of control where 0% means no effect; nearly all actives have a fitted effect of over 65% in size
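AREc32_Fluc, 1000 cells/well, OPTI-MEM + 5% FBS, o/n 37 deg C 5% CO2; 23 nL cpd by pin tool, 24 hr; Steady-Glo 30 min RT, luminescence.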
An asterisk follows results filed as active; i = inactive; ? = inconclusive; . = no result given; [ ] = remark or other dose. Unless noted, the call rests on the fitted dose curve; in most records, active means well fitted curve in the direction sought with a large enough effect; inconclusive means small, poorly fitted or top-dose-only effect, or another doubt; inactive means no such curve, though single readings can be large; an effect the other way counts as inactive or inconclusive. Random draw from the library; 4.3% or so of the library scored in one or more.

SMILES | Nrf2 block | TGFb inhibitor | ATXN2 expr inh | IL-2 act | S2 tox | EPAC2 ag | HepG2 viability | A549 tox | Nrf2 ARE act
O=[N+]([O-])c1cccc2ccc(N3CCOCC3)nc12 | -26% | -16% | 1% | -1.8 | i | 2% | -11% | 3% | 2.0%
Cc1cc(C)cc(C(=O)NCC(=O)OCC(=O)N2CCN(S(=O)(=O)c3ccc4ccccc4c3)CC2)c1 | 15% | 0% | 0% | 0.7 | i | 0% | -30% | 6% | -0.2%
COc1ccccc1CCNC(=O)C(=O)NCCC1CCCCN1S(=O)(=O)c1ccccc1 (configuration not stated) | ? | -2% | -31% | -0.1 | ? | 7% | 0% | -1% | 2.7%
O=C(NCCC1=CCCCC1)NC1CCCCC1 | ? | -7% | 14% | 1.0 | i | 6% | 2% | -11% | 3.0%
O=C(CCc1ccccc1)Nc1ccc(NC(=O)c2ccco2)nc1 | 8% | -7% | 22% | -0.1 | ? | 11% | -5% | -9% | -0.5%
Cc1ccc(NC(=O)Cn2nc(Cc3ccncc3)c3ccccc3c2=O)c(Cl)c1 | -8% | ? | . | . | . | . | -43% | 0% | -1.2%
Cc1ccc(S(=O)(=O)NC(=O)c2cc(C)n(-c3cc(S(=O)(=O)N4CCOCC4)ccc3N3CCCC3)c2C)cc1 | 0% | 15% | -5% | 3.4 | i | 5% | 14% | 2% | -1.1%
CC(C)(C)c1ccc(-c2nc(SCCCOc3ccccc3)n3[nH]c(=O)cc3n2)cc1 | ? | . | . | . | . | . | -74% | -29% | 3.5%
Cc1nc(NCc2ccco2)c2cn[nH]c2n1 | 23µM* | -1% | -11% | -0.7 | i | 9% | -23% | -8% | 26%
O=c1c2ccccc2c(-c2n[nH]c(=S)o2)nn1Cc1ccccc1 | ? | 0% | . | -0.3 | i | 3% | -4% | -3% | -0.5%
Cc1cccc(C)c1NC(=O)CC(C)c1ccccc1 (configuration not stated) | 1% | 0% | -8% | -0.1 | i | 1% | 7% | 0% | -0.6%
Cc1ccc(CNC(=O)CN2C(=O)NC3(CCCC3)C2=O)cc1 | 0% | -1% | 2% | -0.4 | i | 1% | -2% | 10% | 6.4%
Nc1cc(Oc2ccc(Cl)cc2Cl)nc(N)n1 | -1% | -2% | 11% | -1.1 | i | -3% | -17% | 5% | 0.2%
CCCCCn1c(SCC(=O)OCC)nc2cc(C(=O)N3CCC(C(N)=O)CC3)ccc2c1=O | 1% | -16% | 2% | -2.1 | i | -1% | -2% | -13% | -0.1%
O=C(Cc1ccccc1)NCCS(=O)c1ccc(Cl)cc1 (configuration not stated) | 17% | -6% | -4% | -0.9 | i | 7% | -3% | 5% | 0.1%

For reference, some entries already given:
SMILES | Nrf2 block | TGFb inhibitor | ATXN2 expr inh | IL-2 act | S2 tox | EPAC2 ag | HepG2 viability | A549 tox | Nrf2 ARE act
Cc1cccc(C)c1NC(=O)CC(C)c1ccccc1 (configuration not stated) | 1% | 0% | -8% | -0.1 | i | 1% | 7% | 0% | -0.6%
Cc1ccc(CNC(=O)CN2C(=O)NC3(CCCC3)C2=O)cc1 | 0% | -1% | 2% | -0.4 | i | 1% | -2% | 10% | 6.4%

Other results
SMILES | Nrf2 block | TGFb inhibitor | ATXN2 expr inh | IL-2 act | S2 tox | EPAC2 ag | HepG2 viability | A549 tox | Nrf2 ARE act
Cc1nc(C(=O)NCc2ccccc2)sc1C1(C)CC(c2cccc([N+](=O)[O-])c2)=NO1 (configuration not stated) | ? | -3% | -5% | -0.4 | i | 14% | -14% | -1% | 0.5%
O=C(Nc1ccc(N2CCN(c3ncccc3C(F)(F)F)CC2)nc1)c1cccs1 | 21µM* | 4µM* | 34µM* | -6.7 | ? | -7% | -56% | ? | -2.9%
O=C(COc1cccc(Br)c1)N/N=C/c1ccc2c(c1)OCCO2 | . | 3% | . | -2.0 | i | 5% | -34% | . | 0.5%
Cc1csc2nc(COC(=O)CNC(=O)c3ccc(Cl)cc3)cc(=O)n12 | -4% | 6% | . | 0.6 | i | 9% | -13% | 9% | 0.2%
O=C(/C=C/c1ccccc1)Nn1cnc2ccccc2c1=O | ? | -6% | -26%[11.3 µM] | -8.4 | i | -1% | -2% | 0% | 7.3%
CC(=O)Nc1cccc(C(=O)N/N=C/c2ccc(F)cc2)c1 | ? | -1% | -15% | -2.7 | i | 7% | -15% | 2% | -0.4%
CC(=O)c1ccc(NC(=O)CN2CCCCCC2)cc1 | ? | 7% | 10% | 3.3 | i | 2% | -8% | 2% | 0.1%
Nc1ccc(C2(c3ccc(N)cc3)OC(=O)c3ccccc32)cc1 | -9% | -11% | -6% | -0.9 | i | 9% | -13% | -4% | -0.4%
C=CCNC(=O)/C(C#N)=C/c1c(N2CCCCCC2)nc2ccccn2c1=O | -20% | 0% | . | 3.0 | i | -2% | 4% | -19% | -0.2%
COc1ccc(CNCCNC(=O)c2nonc2N)cc1OC | -7% | 19% | -8% | 0.6 | i | 8% | -14% | 3% | 2.8%
OC(c1ccccc1)c1nc(-c2cccs2)cs1 (configuration not stated) | . | 5% | 12% | -0.1 | i | 16% | -3% | . | 5.5%
CCC(C)(C)C1CCC(=NNc2nc3ccccc3[nH]2)CC1 (configuration not stated) | 19% | -13% | -13% | -0.5 | i | 8% | -27% | -2% | 0.3%
Cc1ccc2nc3c(cc2c1)CN(Cc1ccco1)C(=NCC1CCCO1)S3 (configuration not stated) | ? | 4% | -7% | 0.0 | i | 7% | -17% | -8% | 0.0%
Cn1c(CNS(=O)(=O)c2cccc(Cl)c2)cc(=O)n(C)c1=O | 0% | -16% | 6% | -1.7 | i | 3% | -9% | 1% | -1.2%
CCCc1nnc2n1N=C(c1ccc(C)cc1)CS2 | -12% | 18% | . | -0.2 | ? | 9% | 12% | 0% | 1.0%
Cc1[nH]c(=O)[nH]c1C(=O)CCCCC(=O)O | 10% | 4% | 17% | 1.0 | ? | 10% | 14% | 1% | -0.5%
CN(C)CCCNc1nc(-c2ccccc2)c2c(c1C#N)CC(C)(C)OC2 | -3% | 0% | -7% | 0.6 | i | 5% | -21% | 0% | 0.1%
CCn1c(CSc2nc3ccccc3s2)nnc1SCC(=O)OC(C)(C)C | -2% | 3% | -2% | -0.7 | i | 8% | -48% | -3% | 4.6%
CCN(C(=O)COC(=O)CCC(=O)c1ccc(Cl)cc1)c1c(N)n(Cc2ccccc2)c(=O)[nH]c1=O | 12% | -11% | . | -0.1 | . | 2% | -6% | -2% | 0.3%
O=C(O)CCN1C(=O)c2ccc(NC(=O)CSc3ccc(Cl)cc3)cc2C1=O | -2% | 22% | -9% | -2.8 | i | 1% | 0% | -7% | -0.6%[9.22 µM]
CCN(CC(=O)Nc1ccc(NC(C)=O)cc1)C(=O)c1oc2c(ccc3ccccc32)c1C | -6% | -22% | 6% | -3.9 | i | -14% | 5% | 1% | -0.8%
Cc1ccc(S(=O)(=O)N2CCN(C(=O)CN3C(=O)NC(C)(c4ccc(Cl)cc4)C3=O)CC2)c(C)c1 (configuration not stated) | ? | ? | . | -0.5 | i | 11% | -17% | -3% | 5.5%
COc1cccc(NC(=O)C2CCN(S(C)(=O)=O)CC2)c1 | 2% | 19% | -6% | -0.2 | i | 14% | -36% | 3% | -0.6%
CCNC(=S)NC1CC2CCCC(C1)N2CCc1ccccc1 (configuration not stated) | ? | 6% | -23% | 0.1 | i | 15% | -25% | -15% | 0.2%
Nc1ncc(N=Nc2cc(C(=O)O)ccc2Cl)s1 | 1% | 2% | . | -0.7 | ? | 12% | 12% | -29% | -0.7%
CCCOc1ccc(S(=O)(=O)N2CCN(C)CC2)c2ccccc12 | -3% | ? | -17% | -1.0 | i | 11% | -17% | 11% | 3.2%
COc1ccccc1OCc1ccc(C(=O)NC2CCCCC2)o1 | -13% | 5% | -5% | 3.3 | i | 9% | -2% | 0% | -0.4%
CC(C)N1CCc2c(sc(NC(=S)NC(=O)c3ccccc3)c2C#N)C1 | ? | 6% | 13% | 0.7 | ? | -1% | -6% | -19% | 4.2%
Cc1cccc(CCNC(=O)c2ccc3c(c2)nc2n3CCCCC2)c1 | . | -11% | . | . | . | . | -24% | 1% | 0.1%
CCOc1ccc2oc(=O)cc(CN3CCN(Cc4ccccc4)CC3)c2c1 | 4% | -5% | . | -0.3 | i | 0% | -3% | -4% | -0.5%
COc1cc(N)c(Cl)cc1C(=O)OCC(=O)NCc1cccs1 | 16% | -3% | . | 0.0 | i | 4% | -30% | 21% | 4.8%
Cn1nc(C(C)(C)C)cc1N1C(=O)CCC1(C)C(=O)NC1CCCC1 (configuration not stated) | . | -5% | 1% | 0.2 | i | 6% | -40% | . | -0.1%
Cn1c(COc2ccccc2)nnc1SCC(=O)Nc1ccc2c(c1)OCO2 | 15% | -13% | -1% | -1.3 | i | -12% | 0% | 4%[1.84 µM] | -0.9%
Cc1ccc(NC(=S)NC(C)(C)C)c([N+](=O)[O-])c1 | 2% | 19% | 9% | -3.4 | i | 1% | 16% | 4% | 2.9%
COc1ccc(/C=C2\SC(=O)N(CCNC(=O)Cc3coc4cc(C)ccc34)C2=O)cc1OC | 5% | ? | -9% | -0.7 | ? | -1% | -26% | -8% | 4.0%
CC(C)CN(C(=O)COC(=O)c1ccc([N+](=O)[O-])s1)c1c(N)n(Cc2ccccc2)c(=O)[nH]c1=O | -1% | ? | -11% | -1.3 | i | -1% | -17% | -1% | 16%
CSC[C@H]1CN(CCc2ccccc2)C(=O)[C@@H]1CC(=O)Nc1ccccc1 | . | 6% | 2% | -2.3 | i | 5% | -7% | . | -0.6%
Cc1cc(Nc2cccc(Cl)c2C)n2nc(Cc3ccccc3)nc2n1 | -17% | ? | -2% | . | i | . | -32% | 0% | 6.4%
